Akt phos inh: Akt phosphorylation inhibition; Neuro2A IGF-stimulated pAkt S473 HTRF, 20 min; stronger effect = lower value; 360,000 compounds, 0.32% hits; AID 651550; activity change, % for hits at 50 µM; in the data active means activity change below about -80%; inconclusive means mostly about -51% to -80%; further: on the % scale 0 is the no-effect control and ±100 the full control effect
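Neuro2A cells in DMEM with 0.5% FBS, overnight at 37 deg C, given compound at single 50 µM final, then IGF (6 nM final) for 20 min at 37 deg C. Lysed; phospho-Akt Ser473 by HTRF after 24 h, 665/615 ratio.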
FUS yeast rescue: rescues growth of FUS-expressing yeast. S. cerevisiae FUS-expressing, growth rescue, OD600, 24 h. AID 1347120. Potency, µM (titrated, usually from 76.6 µM), inactives show top-dose growth rescue (activation), actives largely listed as activators. 390,000 compounds, 0.24% hits;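 further: potency means the concentration at half of the fitted maximal effect; plate controls were DMSO vehicle for no effect and reference control for full effect; nearly all actives have a fitted effect of over 55% in size; some results filed as inactive show a strong effect at the top dose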
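Yeast expressing FUS under galactose induction, OD 0.005 in 2% galactose medium; compounds in a dilution series, 24 h at 30C. Growth rescue by absorbance at 600 nm; CP55940 positive control, DMSO negative.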
GLP1R ag: agonists of human GLP-1 receptor | Potency, µM (titrated, usually from 45.6 µM), for the others: at the top dose activation, actives largely listed as activators | AID 624172 | P43220 | HEK293 GLP-1R CRE-luciferase, luminescence, 4-6 h; cells express a hypersensitive GLP-1R form | 380,000 compounds, 0.007% hits; further: potency means the concentration at half of the fitted maximal effect; % of control where 0% means no effect
D3 antag: antagonists of human D3 dopamine receptor. P35462. D3R cells, DiscoveRx beta-arrestin luminescence, antagonist mode; stronger effect = lower value. max response, negative = inhibition, %. 360,000 compounds, 2.5% hits. AID 652054; in the data active means max response below about -50%; inconclusive means no clear call, values can overlap the other calls; further: on the % scale 0 is the no-effect control and ±100 the full control effect; mostly tested at two doses, the higher about 12 µM
Target sequence (P35462 whole entry, looked up): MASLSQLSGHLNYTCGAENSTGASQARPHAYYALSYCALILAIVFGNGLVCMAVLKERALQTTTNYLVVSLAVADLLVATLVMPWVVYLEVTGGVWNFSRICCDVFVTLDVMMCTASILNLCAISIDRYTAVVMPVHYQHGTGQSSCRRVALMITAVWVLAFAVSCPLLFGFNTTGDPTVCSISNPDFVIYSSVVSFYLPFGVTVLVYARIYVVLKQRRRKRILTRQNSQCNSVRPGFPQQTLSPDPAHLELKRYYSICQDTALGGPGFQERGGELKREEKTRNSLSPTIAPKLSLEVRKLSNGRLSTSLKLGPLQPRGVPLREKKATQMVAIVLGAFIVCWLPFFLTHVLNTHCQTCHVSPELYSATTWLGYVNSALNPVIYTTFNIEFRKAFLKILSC
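Cells expressing the human receptor were seeded at 1500 cells/well, incubated overnight at 37 degrees C in 5% CO2, then exposed to library compounds with dopamine controls for 90 minutes at 37 degrees C before luminescent detection.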
TDP43 rescue: rescues yeast growth from TDP-43 toxicity. TDP-43 expressing yeast growth rescue, BacTiter-Glo, 24 h. Potency, µM (doses to about 46.1 µM), for the others: at the highest dose growth rescue (activation), usual class: activators. 410,000 compounds, 1.8% hits; further: potency means the concentration at half of the fitted maximal effect; % of control where 0% means no effect; nearly all actives have a fitted effect of over 50% in size
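Growth rescue of TDP-43-toxic yeast measured as ATP luminescence (BacTiter-Glo). Cells grown to mid-log in raffinose, induced in galactose at OD600=0.02, exposed to compound 24 hr at 30 deg C.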
PTHR1 agonist: agonists of human PTHR1 parathyroid hormone receptor; Q03431; HEK293 GP2 PTHR1 cells, GloSensor cAMP luminescence, 1 h; Potency, µM (highest dose often 115 µM), without a hit: at the top dose activation, hits mostly activators; 410,000 compounds, 0.075% hits; further: potency means the concentration at half of the fitted maximal effect; nearly all actives have a fitted effect of over 55% in size; some results filed as inactive show a strong effect at the top dose; inactives centre near -15; many of its hits are not listed in these tables
Target sequence (Q03431 whole entry, looked up): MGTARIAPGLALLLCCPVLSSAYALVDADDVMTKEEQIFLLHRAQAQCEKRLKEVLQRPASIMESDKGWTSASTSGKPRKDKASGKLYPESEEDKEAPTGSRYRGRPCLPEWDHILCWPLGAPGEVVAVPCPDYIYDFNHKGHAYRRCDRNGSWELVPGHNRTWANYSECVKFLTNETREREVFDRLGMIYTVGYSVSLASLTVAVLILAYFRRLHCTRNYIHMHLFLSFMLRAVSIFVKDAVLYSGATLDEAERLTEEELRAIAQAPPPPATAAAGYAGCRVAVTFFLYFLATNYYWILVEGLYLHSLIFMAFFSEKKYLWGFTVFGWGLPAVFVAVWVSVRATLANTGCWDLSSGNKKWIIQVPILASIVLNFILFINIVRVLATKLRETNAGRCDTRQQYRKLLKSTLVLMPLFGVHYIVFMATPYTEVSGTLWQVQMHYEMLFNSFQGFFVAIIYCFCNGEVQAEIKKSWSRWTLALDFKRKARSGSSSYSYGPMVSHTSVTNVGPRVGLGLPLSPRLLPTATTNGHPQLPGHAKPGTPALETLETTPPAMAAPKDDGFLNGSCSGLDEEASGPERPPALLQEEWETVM
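HEK-293-derived GP2 cells expressing PTHR1 and a GloSensor cAMP reporter, 3,000/well, plated overnight, given luciferin plus IBMX (each 0.5 mM as added) for 1 h at 37 °C, then compound for 1 h at 37 °C. Luminescence was read after 15 min at room temperature.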
GLP-1R inv ag: GLP-1 receptor (human) inverse agonism. P43220. HEK293 GLP-1R CRE-luciferase, luminescence, 24 h; GLP-1R form is constitutively active. Potency, µM (top dose mostly 38.3 µM), without a hit: top-dose activity change, negative = inhibition, hits mostly inhibitors. 410,000 compounds, 1.6% hits. AID 624417; further: potency means the concentration at half of the fitted maximal effect; on the % scale 0 is the no-effect control and ±100 the full control effect; nearly all actives have a fitted effect of over 55% in size
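GLP-1R inverse agonism mode: basal reporter luminescence in engineered HEK293 cells measured after one day of compound exposure at 37 deg C, with a 12 min room-temperature detection step.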
Abeta yeast res: A-beta toxicity reversal in yeast. yeast expressing A-beta42, growth rescue, OD600, 48 h; response scale: 0% DMSO, 100% iron-clioquinol control. Potency, µM (top dose mostly 46.1 µM), for inactives: top-dose growth rescue, hits mostly activators. 410,000 compounds, 0.063% hits. AID 1347071; further: potency means the concentration at half of the fitted maximal effect; nearly all actives have a fitted effect of over 55% in size
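Yeast A-beta toxicity model in growth medium with pinned compounds, 48 h at 30 C; growth read as absorbance at 600 nm. Normalized to FeCl3/clioquinol equimolar mix (positive) and DMSO (negative).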
aSyn yeast inh: inhibitors of alpha-synuclein toxicity in yeast; Yeast expressing alpha-synuclein, growth rescue, BacTiter-Glo, 24 h; Potency, µM (doses to about 46.1 µM), for inactives: at the highest dose growth rescue (activation), usual class: activators; 370,000 compounds, 0.14% hits; AID 652106; further: potency means the concentration at half of the fitted maximal effect; % of control where 0% means no effect; nearly all actives have a fitted effect of over 65% in size
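Readout is rescue of growth in alpha-synuclein-expressing yeast, so inhibitors of toxicity appear as activators. Growth after 24 hr at 30 deg C in galactose medium is quantified by luminescence.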
Starred values were filed as active, the others as inactive; i = inactive; u = inconclusive; x = no result given; [ ] = remark or other dose. Unless noted, the call rests on the fitted dose curve; in most records, active means well fitted curve in the direction sought with a large enough effect; inconclusive means small, poorly fitted or top-dose-only effect, or another doubt; inactive means no such curve, though single readings can be large; an effect the other way counts as inactive or inconclusive. Not all compounds are listed. The share of hits here may be higher or lower than overall.

SMILES | GLP-1R inv ag | PTHR1 agonist | aSyn yeast inh | GLP1R ag | Abeta yeast res | D3 antag | FUS yeast rescue | Akt phos inh | TDP43 rescue
Cc1nc2cc(C(=O)N3CCc4ccccc43)ccc2n1-c1ccc(F)c(F)c1 | -23.7% | -14.8% | 2.6% | 8.1% | 28.9% | -7.5 | x | i | 26.0%
CCN1CCN(C(=O)CN(c2ccc(F)cc2)S(=O)(=O)c2ccc(OC)c(OC)c2)CC1 | -12.3% | i | 8.4% | 0.9% | -7.3% | 9.0 | 11.3% | i | 2.9%
CS(=O)(=O)c1ccc(Nc2nc(C(N)Cc3ccc(C(F)(F)F)cc3)cs2)cc1 (stereo unspecified) | u | -49.0%[inhibitor] | 0.9% | -2.4% | -2.1% | 2.8 | 18.1% | i | 13.4%
O=C(CSc1ccc(-c2ccccc2)nn1)Nc1ccc2c(c1)OCCO2 | 5.0% | -29.3% | -0.2% | 16.2% | 1.8% | 3.2 | 25.7% | i | 15.2%
Cc1cc(Br)ccc1OCCNCc1ccccc1 | 8.91µM* | -15.5% | -1.8% | 40.2% | 4.3% | -70.3* | 1.7% | i | -12.0%
O=C(c1cc(-c2cccc(Cl)c2)on1)N1CCOCC1 | 4.8% | -0.9% | -3.0% | 11.1% | 0.6% | -20.4 | -5.4% | i | 12.8%
CSCCC(NC(=O)c1ccco1)C(=O)N(C)CC(=O)Nc1c(Cl)cccc1Cl (stereo unspecified) | 7.9% | i | -1.9% | 9.0% | 17.0% | -6.9 | -5.7% | i | 17.2%
COc1ccccc1NC(=O)CNS(=O)(=O)c1ccccc1 | 1.1% | -7.0%[57.5 µM] | 3.9% | -2.2% | 15.2% | 11.1 | -5.8% | i | -23.2%
COc1ccc(C2CC3CC(c4ccccc4)N2O3)cc1 (stereo unspecified) | 0.2% | -6.8%[57.5 µM] | -8.1% | -1.8% | -1.0% | -12.9 | -9.1% | i | -6.8%
CC1(C)NC(=O)N(CC(O)Cn2c3ccccc3c3ccccc32)C1=O (stereo unspecified) | -1.0% | i | -4.6% | -3.8% | -6.1% | 3.0 | -21.6% | i | 0.8%
CCCCOC(=O)Cn1c(=O)n(CC(=O)OCCCC)c2ccccc21 | u | -8.7% | -10.3% | 0.2% | -3.6% | 3.7 | 10.7% | i | -1.9%
CCOc1ccc(CNC(=O)CCCc2cn(C)c3ccccc23)cc1 | u | i | 18.6% | 9.7% | u | 3.3 | 11.3% | i | 26.8%
Cc1nc(CC(C)C)cc(C(=O)N2CCCC(CNS(=O)(=O)c3cccs3)C2)n1 (stereo unspecified) | -7.5% | 0.7% | 0.0% | 7.8% | -93.5%[inhibitor] | -9.4 | -4.2% | i | 4.8%
CN1C(=O)c2cccc3c(S(=O)(=O)Nc4ccccc4F)ccc1c23 | 42.5% | -17.0% | 0.5% | 9.1% | -24.3% | -1.3 | -4.7% | i | -8.6%
CN(C)c1ccc(/C=N/NC(=O)c2ccc(-n3cnnn3)cc2)cc1 | 5.6% | -13.8% | 0.1% | -3.5% | -23.0% | -20.7 | -19.3% | i | -8.9%
COc1ccc(-c2noc(CCC(=O)NCCCN3CCN(c4ccc(F)cc4)CC3)n2)cc1 | u | -36.0%[inhibitor] | -1.0% | 5.6% | -8.4% | -22.6 | 3.7% | i | 4.0%
Cn1c(SCC2CCCCC2)nnc1-c1ccncc1 | 0.6% | i | -3.4% | 0.7% | -10.9% | -20.5 | 4.8% | i | 4.1%
O=S(=O)([N-]c1nc2ccccc2nc1-n1cc[n+](Cc2ccccc2)c1)c1ccccc1 | 1.2% | i | 3.0% | 9.5% | 10.6% | 0.7 | -10.0% | i | 7.5%
COc1cc(C(=O)OCC(=O)Nc2ccc(C(C)=O)cc2)ccc1OCC(=O)N1CCOCC1 | 15.3% | i | 1.4% | -2.3% | 18.7% | 2.5 | 3.7% | i | -7.1%
CC(C)CN(CC(C)C)c1nn[nH]n1 | 19.1% | i | 4.7% | -0.6% | 4.2% | -3.5 | 0.3% | i | -5.5%
COc1ccc(S(=O)(=O)N2CCCC2C(=O)Nc2nccs2)cc1 (stereo unspecified) | -2.7% | -1.0% | -1.0% | 14.1% | -1.8% | 36.4 | -2.6% | i | 20.9%
CCOC(=O)c1c(NC(=O)COc2ccccc2Br)sc2c1CCCCC2 | 17.9% | 10.8% | x | x | -6.2% | x | 12.0% | x | 23.5%
COc1cccc(CNC(=O)C(=O)NCCC2CCCCN2S(=O)(=O)c2cccs2)c1 (stereo unspecified) | u | -17.1% | 0.3% | 1.3% | 20.7% | -25.7 | -5.1% | i | 8.9%
O=C(/C=C(\O)c1ccc(Cl)cc1)C(=O)NNC(=O)C(O)(c1ccccc1)c1ccccc1 | u | i | 2.6% | -21.7% | 30.0% | -25.0 | u | i | -3.5%
COc1ccccc1N1CCN(S(=O)(=O)CCNC(=O)COc2ccc(F)cc2)CC1 | -20.4% | -74.1%[inhibitor] | x | x | -9.7% | x | 1.1% | x | 5.6%
CN1CCc2nc(SCc3ccc(C(C)(C)C)cc3)c(C#N)cc2C1 | -14.0% | i | -28.5% | -1.5% | -19.1% | -24.7 | u | i | -14.4%
COc1ccc(C(=O)N/N=C2\CCS(=O)(=O)c3ccc(F)cc32)cc1OC | u | i | 0.4% | 3.0% | 2.9% | -0.6 | 12.8% | i | -5.7%
COc1ccc(C(CNC(=O)c2cc(S(=O)(=O)NCc3ccco3)ccc2C)N(C)C)cc1 (stereo unspecified) | -14.1% | -0.1% | -14.4% | 0.2% | u | -23.2 | 16.6% | i | -8.6%
COc1ccc(OC)c(NC(=O)CSc2nnc(C3CCCCC3)n2N)c1 | -7.4% | i | -2.4% | 11.9% | -12.2% | -11.3 | 35.9% | i | -19.1%
CCC1Oc2ccc(C)cc2N(CC(=O)NCCN2CCCCCC2)C1=O (stereo unspecified) | u | -16.5%[57.5 µM] | 5.1% | -1.2% | 4.2% | u | 9.3% | i | -6.2%
O=C(COC(=O)c1ccc(O)cc1O)N=c1sccn1Cc1ccccc1Cl | u | -11.9% | 0.1% | 4.2% | 19.8% | 0.7 | u | i | 23.4%
CC(NC(=O)c1ccc(F)cc1)c1ccc(F)cc1 (stereo unspecified) | 13.1% | i | 5.1% | 7.0% | -5.6% | 6.8 | 10.4% | i | 20.5%
C/C(=N\NC(=O)c1nnn(-c2nonc2N)c1CSc1ccccc1)c1ccco1 | -8.8% | i | -12.7% | -1.5% | -14.5% | 6.4 | -12.9% | x | 0.2%
O=C1CN(C(=O)CNC(=O)c2ccc(Cl)cc2Cl)CCN1 | 8.6% | i | -0.1% | 4.3% | -2.6% | 10.5 | 6.7% | i | -4.5%
COc1cc(-c2nnc(SCC3(c4ccccc4)OCCO3)o2)cc(OC)c1OC | u | -23.6%[57.5 µM] | 2.7% | 12.6% | 4.6% | 91.6 | 23.3% | i | 7.5%
COc1ccc(NC(=O)Cn2c(=O)n(-c3ccc(C)c(C)c3)c(=O)c3c4c(sc32)CCCCC4)cc1Cl | 15.3% | i | x | 0.1% | -6.8% | x | -3.7% | x | 5.8%
c1ccc(CCNc2ccccn2)nc1 | 0.1% | i | 1.4% | 9.3% | -2.3% | 2.2 | x | i | -10.6%
CC1(C(=O)NS(=O)(=O)c2ccc(Cl)s2)CCN1C(=O)C1CCCCC1 (stereo unspecified) | -1.6% | i | -1.2% | -6.5% | -4.5% | 5.8 | 15.4% | i | 3.5%
CC(=O)Nc1nonc1-c1nnc(SCc2ccc(F)cc2)n1C | 15.1% | -16.8% | x | x | -3.5% | x | 15.8% | x | 0.0%[9.22 µM]
CCn1nnnc1SCC(=O)N1CCCc2ccccc21 | -18.7% | -18.3%[57.5 µM] | -2.4% | -0.5% | -2.3% | -4.5 | 10.5% | i | 1.4%
O=S(=O)(/N=C(/c1ccc(Cl)cc1)N1CCOCC1)c1ccc(Cl)cc1 | 5.6% | i | -5.6% | 0.7% | 29.1% | 20.9 | -19.4% | i | 8.6%
O=C(COc1ccc2ccccc2c1)Nc1cccc2cccnc12 | 17.1% | -0.1%[57.5 µM] | 0.0% | 5.3% | -3.6% | 25.5 | 16.0% | i | u
CCSc1ncc(CO)c(N)n1 | 6.1% | i | -0.9% | 3.5% | -12.8% | 5.8 | 0.0% | i | -2.7%
CC(NC(=O)C1CCN(C(=O)c2cccs2)CC1)c1ccc(S(N)(=O)=O)cc1 (stereo unspecified) | -6.4% | 0.7% | -6.6% | -7.9% | 2.9% | -13.7 | 4.6% | i | 15.1%
CN(C)c1ccc(C=NCCC2(c3ccccc3)CCOC(C)(C)C2)cc1 (stereo unspecified) | 4.0% | i | -0.7% | 4.6% | 14.9% | 4.7 | 1.9% | i | -5.0%
O=C(Nc1nc2ccccc2n1CCN1CCCCC1)C1CCCCC1 | u | i | -1.2% | 5.0% | -2.2% | -62.1* | -8.4% | i | -7.7%
